Screens: PubChem, National Center for Advancing Translational Sciences (NCATS)
KB-V1 cytotox: KB-V1 MDR subline cytotoxicity | Potency, µM (highest dose often 46.1 µM), without a hit: top-dose activity change, negative = cytotoxicity, most hits filed as cytotoxic | 400,000 compounds, 3.4% hits | KB-V1 MDR cells viability, CellTiter-Glo, 72 h | AID 1347076; note: potency is the fitted concentration of half-maximal effect; % is set by controls: 0 for no effect and ±100 for the full control effect; nearly all actives have a fitted effect of over 60% in size
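KB-V1 cells (P-gp-expressing MDR subline of KB-3-1) in phenol-red-free DMEM with 10% FBS were exposed to library compounds over a concentration series for 72 h at 37 degrees C. Viability read by CellTiter-Glo luminescence; concentration-effect curves fitted after normalization.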
MCF10A rereplic: inducers of DNA re-replication in MCF 10A breast cells; MCF 10A DNA re-replication, Hoechst nuclear intensity, 48 h; Potency, µM (series often up to 46.1 µM), without a hit: at the top dose activity, positive = re-replication, actives largely listed as activators; 350,000 compounds, 2.9% hits; note: potency is the fitted concentration of half-maximal effect; % of control where 0% means no effect; nearly all actives have a fitted effect of over 50% in size
HT1080-NT tox: kills 2HG-producing HT-1080-NT fibrosarcoma cells | Potency, µM (doses to about 46.1 µM), inactives show at the highest dose activity, negative = less viability, most hits filed as cytotoxic | 360,000 compounds, 1.6% hits | HT-1080-NT fibrosarcoma viability, CellTiter-Glo ATP luminescence, 48 h | AID 686970;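 note: NT is the 2HG producing partner of a matched IDH1 knockdown line; potency is the fitted concentration of half-maximal effect; 0% = DMSO-treated cells and -100% = media-only wells without cells; nearly all actives have a fitted effect of over 55% in size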
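HT-1080-NT; 750 cells/well; 5% FBS RPMI; 48 h compound, 37 degrees C; CellTiter-Glo luminescence; curve fitting and curve-class assignment.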
D3 ag: activates the human D3 dopamine receptor. AID 652048. max activation, %. P35462. D3R DiscoveRx beta-arrestin cells, luminescence, 90 min. 410,000 compounds, 0.58% hits; in the data active = max activation above about 30%; note: 0% is about no effect; mostly tested at two doses, the higher about 12 µM
Target sequence (P35462 whole entry, looked up): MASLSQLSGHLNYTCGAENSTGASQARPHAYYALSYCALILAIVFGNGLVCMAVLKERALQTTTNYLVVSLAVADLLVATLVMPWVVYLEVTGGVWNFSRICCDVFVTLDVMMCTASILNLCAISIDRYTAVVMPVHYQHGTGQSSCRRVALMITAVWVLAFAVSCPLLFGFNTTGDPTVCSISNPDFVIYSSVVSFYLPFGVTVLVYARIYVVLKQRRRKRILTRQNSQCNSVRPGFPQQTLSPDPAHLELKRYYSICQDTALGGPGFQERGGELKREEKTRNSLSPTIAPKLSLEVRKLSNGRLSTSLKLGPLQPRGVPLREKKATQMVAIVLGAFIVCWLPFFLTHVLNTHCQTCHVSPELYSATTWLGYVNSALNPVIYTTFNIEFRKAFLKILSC
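Cells at 1500/well, incubated overnight, then treated with pinned compounds (dopamine as control) for 90 min at 37 degrees C. DiscoveRx reagent added for 30 - 60 minutes at room temperature; luminescence read.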
HT1080 IDH1KD tx: HT-1080 IDH1 knockdown cell toxicity (counter line). HT-1080 IDH1 knockdown viability, ATP luminescence, 48 h. Potency, µM (series often up to 46.1 µM), inactives show top-dose activity, negative = toxicity, hits mostly cytotoxic. 360,000 compounds, 2% hits. AID 686971;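 note: potency is the fitted concentration of half-maximal effect; 0% = DMSO wells and -100% = cell-free medium wells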
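HT-1080-IDH1KD cells (IDH1 knocked down), 750/well in RPMI with 5% FBS, treated with compound 48 h at 37 degrees C. Viability by CellTiter-Glo luminescence, normalised to DMSO and no-cell wells; concentration-response curves classed.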
SW480 rereplic: inducers of DNA re-replication in SW480 colon cancer cells. Potency, µM (titrated, usually from 46.1 µM), for inactives: at the highest dose re-replication activation, actives largely listed as activators. 340,000 compounds, 1.8% hits. SW480 DNA re-replication, Hoechst DNA content imaging, 48 h; note: potency is the fitted concentration of half-maximal effect; % of control where 0% means no effect; nearly all actives have a fitted effect of over 55% in size
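250 cells/well; 23 nL cpd via pin tool; 48 hr, 37 C, 5% CO2; Hoechst 40 min; imager read of total nuclear intensity, ex 405/em 500-530 nm.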
KB-3-1 cytotox: kills parental KB-3-1 adenocarcinoma cells; KB-3-1 viability, CellTiter-Glo ATP luminescence, 72 h; Potency, µM (series often up to 46.1 µM), for inactives: top-dose activity change, negative = cytotoxic, hits mostly cytotoxic; 400,000 compounds, 1.4% hits; AID 1347075; note: potency is the fitted concentration of half-maximal effect; % is set by controls: 0 for no effect and ±100 for the full control effect; nearly all actives have a fitted effect of over 60% in size
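Multi-concentration cytotoxicity screen in KB-3-1 cells grown in DMEM lacking phenol red with 10% FBS. After 72 h at 37 °C with compound, ATP-dependent luminescence was recorded.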
GLP1R cytotox: cytotoxicity counter-screen for GLP-1 receptor inverse agonists; HEK293 cAMP-luciferase reporter cells, luminescence, 24 h; Potency, µM (doses to about 38.3 µM), without a hit: top-dose activity change, negative = inhibition, most hits filed as inhibitors; 410,000 compounds, 0.13% hits;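 note: loss of luciferase light is scored as toxicity; potency is the fitted concentration of half-maximal effect; % is set by controls: 0 for no effect and ±100 for the full control effect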
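Luminescence readout: signal drop marks cytotoxicity. Plated cells grew 12 h at 37 °C, 5% CO2, received 23 nL compound for 24 h, then got luciferase reagent, read after 12 min at RT.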
IL1B secr inh: blocks inflammasome-driven IL-1 beta release; THP-1 LPS/ATP IL-1B secretion, AlphaLISA, 16 h; hits give low values; activity change, % at 57.5 µM; 360,000 compounds, 4.7% hits; in the data active = activity change below about -50%; inconclusive = mostly about -30% to -49%; note: % is set by controls: 0 for no effect and ±100 for the full control effect
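THP-1 cells pretreated 1 hr with compounds (up to 57.5 uM final), then stimulated with LPS (250 ng/mL final) plus ATP (1.25 mM final); secreted IL-1B measured by AlphaLISA after 16 hr, decreased signal indicating inhibition.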
* marks the source's active call; other numbers are inactive results; ? = inconclusive; . = no result given; [ ] = dose if it differs, or a comment. Unless noted, calls come from the whole dose curve; as a rule, active = well fitted curve in the direction sought with a large enough effect; inconclusive = small, poorly fitted or top-dose-only effect, or another doubt; inactive = no such curve, though single readings can be large; an effect the other way counts as inactive or inconclusive.

SMILES	KB-V1 cytotox	MCF10A rereplic	HT1080-NT tox	D3 ag	HT1080 IDH1KD tx	SW480 rereplic	KB-3-1 cytotox	GLP1R cytotox	IL1B secr inh
CCc1c(C(=O)NC2CCCCC2)[nH]c(C)c1C(C)=O	18.4µM*	13.5%	13.5%	-3.6	18.1%	-18.9%	2.8%	2.5%	1.1
COc1ccc(-c2nc(CS(=O)CC(=O)N3CCc4ccccc4C3)c(C)o2)cc1 (stereo not drawn)	16.4%	-1.8%	-0.4%	0.8	0.2%	-1.2%	12.9%	-19.0%	-22.4
Cc1noc(NS(=O)(=O)c2ccc(NC(=O)c3ccoc3C)cc2)c1C	4.4%	11.4%	0.1%	0.2	-5.0%	-19.1%	-0.8%	17.4%	32.5
Cn1c(O)c(N=NC(=O)CNC(=O)/C=C/c2ccccc2)c2ccccc21	?	0.4%	-1.0%	-5.4	-2.6%	4.4%	-7.3%	-17.1%	96.1
CCc1ccccc1NC(=O)CSc1nccn1C	-18.6%	.	.	7.8	.	.	16.4%	21.3%	.
Cn1c(-c2sc3cc(C(F)(F)F)cnc3c2-c2ccccc2)n[nH]c1=S	?	8.0%	3.6%	-8.5	4.5%[9.24 µM]	-5.9%	-3.5%	15.5%	19.6
CCOC(=O)N1CCN(Cc2nc3cc(NC(=O)C(C)C)ccc3n2C)CC1	14.0%	8.1%	23.2%	2.1	22.1%	-6.0%	7.7%	-4.8%	21.3
CCc1cc(=O)oc2cc(OCC(=O)NCCCN3CCOCC3)c(Cl)cc12	-4.1%	4.2%	8.1%	-5.0	-6.0%	-10.5%	?	-21.6%	-18.2
COC(=O)c1c(NC(=O)CSc2nnnn2C)sc(C)c1C	-5.3%	1.4%	7.3%	-22.7	-22.5%	3.3%	3.0%	-5.9%	11.6
O=c1cc(O)c2c(=O)n(C3CCCCC3)c3ccccc3c2o1	4.11µM*	?	5.0%	2.3	?	-0.3%	?	-3.0%	37.6
O=C(COC(=O)C1CC1)NCc1ccccc1Cl	13.7%	-1.0%	-0.8%	-4.1	-2.3%	-0.5%	9.6%	-1.9%	-29.7
CCC1(c2ccccc2)NC(=O)N(CC(=O)Nc2ccc(N3CCCC3)cc2C)C1=O (stereo not drawn)	?	-1.0%	0.1%	0.6	0.7%	-4.0%	4.7%	-6.5%	-23.4
O=C(NCCc1ccccc1)c1cccc2c(-c3cccnc3)coc12	0.0%	.	?	0.0	6.0%	.	-5.2%	7.6%	-14.7
Cc1ccc(CNC(=O)CCc2c(C)nc3c(-c4ccc(F)cc4)c(C)nn3c2C)cc1	6.4%	.	.	-3.5	.	.	13.6%	-5.9%	.
COC(=O)c1sc(S(=O)(=O)N2CCC(C(N)=O)CC2)c(C(=O)OC)c1C	-1.3%	-0.4%	-0.8%	-2.0	-8.1%	-2.8%	6.0%	-3.5%	30.7
O=C(NCC(=O)N1CCCCC1)c1ccc2ccccc2c1	-12.3%	-1.9%	14.0%	-3.7	18.8%	-4.2%	10.6%	-1.0%	?
O=C(Cc1ccccc1)c1c[nH]c(C(=O)NC2CCCC2)c1	?	3.5%	19.6%	-10.0	13.7%	-9.3%	6.8%	0.3%	-19.1
CN(CC(=O)Nc1c(F)cccc1F)Cc1cccs1	9.8%	-11.6%	18.2%	-10.2	13.9%	-24.6%	4.0%	-7.7%	-12.5
Cc1ccc(NC(=S)N/N=C/c2c(Cl)cccc2Cl)c(C)c1	1.16µM*	1.46µM*	?	-5.8	0.517µM*	1.3µM*	0.581µM*	?	77.8
CC(C)(C)OC(=O)N1CC2(CCCCC2)CC1Cc1ccc(C(F)(F)F)cc1 (stereo not drawn)	-4.8%	.	-0.6%	-9.7	11.1%	.	23.8%	0.2%	5.6
CCOC(=O)C(=CNc1cc(OC)ccc1-n1cccc1)C(=O)OCC	?	0.5%	-1.9%	50.9*	-8.9%	4.0%	-2.9%	?	?
Cc1ccc(S(=O)(=O)N2C[C@H]3C(=O)C[C@@H](c4ccccc4F)N(S(=O)(=O)c4ccc(C)cc4)[C@H]3C[C@H]2c2ccccc2F)cc1	-1.6%	.	12.3%	-0.3	2.9%	.	0.6%	5.7%	-20.7
CCc1nnc(NC(=O)CSc2nnc(C)c(=O)n2N)s1	?	-1.2%	22.1%	-3.0	5.3%	-5.4%	22.0%	-1.5%	24.9
COc1ccc(S(=O)(=O)N/N=C(/C)c2ccco2)cc1	22.3%	5.5%	5.3%	6.8	13.0%	-1.6%	8.4%	5.7%	9.6
Cc1ccc(CNC(=O)N[C@@H](Cc2ccccc2)C(=O)O)cc1	-18.9%	-6.5%	18.4%	-2.6	15.0%	-1.7%	-1.1%	-0.5%	5.9
O=S(=O)(c1ccc(-c2csc(-c3cccnc3)n2)cc1)N1CCCC1	?	-179.2%[0.0737 µM]	0.8%	1.7	16.4%	?	-5.7%	2.2%	-11.1
CCC(C)/C(C)=N/NC(=O)c1cn(-c2ccccc2)nc1-c1ccccc1 (stereo not drawn)	12.3%	27.7%	0.9%	-2.5	-2.3%	5.3%	4.1%	53.0%[activator]	-6.6
Cc1ccccc1NC(=O)COC(=O)CN1C(=O)NC(C)(C)C1=O	25.2%	0.2%	11.5%	0.1	14.0%	-0.3%	4.2%	-17.0%	5.3
CCn1c(=S)[nH]c2cc(S(=O)(=O)N3CCCCC3)ccc21	13µM*	-9.3%	?	6.3	-18.9%	-7.8%	-12.7%	-11.9%	-28.4
O=C(O)C(Cc1ccccc1)NC(=O)C(Cc1ccccc1)NC(=O)C12CC3CC(CC(C3)C1)C2 (stereo not drawn)	-3.9%	8.0%	-10.1%	-7.0	7.2%	0.3%	19.5%	0.0%	.
CN(C)c1ccc(C=NN2CCCCCC2)cc1	13.3%	-0.3%	23.6%	-7.0	17.6%	-8.6%	?	-2.8%	-6.8
COc1ccc(S(=O)(=O)N2CCCCCC2)cc1NC(=O)c1ccccc1F	7.9%	0.8%	-5.0%	-9.9	-1.6%	-9.7%	?	30.0%[activator]	0.0
CC(C)OC(=O)CN1CCN(c2ccc(Cl)cc2)CC1	-12.7%	9.5%	0.3%	3.3	1.1%	-5.9%	-9.4%	-2.6%	2.9
CCOc1ccc(-c2csc(-c3c(N)c(C(=O)c4ccc5c(c4)OCO5)n4ccccc34)n2)cc1	?	.	.	-12.7	.	.	-10.2%	16.6%	.
NS(=O)(=O)c1ccc(NCc2cc(Cl)ccc2OCc2ccccc2F)cc1	?	?	0.4%[9.24 µM]	-42.5	?	-0.6%	?	-18.3%	-74.4*
CCCCCN(C(=O)NC(=O)Nc1ccccc1C)S(=O)(=O)c1ccccc1	17.3%	?	-9.4%	3.4	-6.0%	?	3.1%	0.0%	-23.1
COCCNC(=O)C1(C)CCCN(C(=O)c2cc(C)oc2C)C1 (stereo not drawn)	2.4%	.	7.2%	5.8	24.1%	.	0.0%	-5.0%	3.3
COC(=O)CSC1=C(C#N)C(c2cccc(OC)c2)CC(=O)N1 (stereo not drawn)	?	14.6%	5.9%	-1.2	-2.1%	11.5%	?	-2.7%	0.0
COCCN(CC(=O)NC1CCCCC1)C(=O)CCCC(=O)Nc1ccccn1	?	3.4%	4.7%	-3.6	5.7%	-4.4%	0.0%	4.1%	12.3
CS(=O)(=O)N(CC(=O)N1CCOCC1)c1ccc(Cl)cc1	-13.2%	5.2%	-13.5%	6.0	-7.1%	-0.6%	0.7%	8.1%	24.2
Cn1c(=O)[nH]c(=O)c2c1nc(N1CCCCCC1)n2CCSc1nc2ccccc2[nH]1	-8.2%	-1.2%	1.3%	3.6	16.8%	-5.3%	2.4%	-5.4%	30.5
CCOc1cc(/C=N/NC(=O)c2ccc(CSc3nncn3C)cc2)ccc1OCC(=O)N1CCOCC1	2.3%	-16.8%	-1.3%	-5.5	-4.7%	-1.0%	21.5%	18.2%	-7.5
COc1cc(C(C)=O)cc(OC)c1O	-1.6%	-41.2%[inhibitor]	0.8%	9.4	-0.8%	-12.6%	0.0%	6.6%	9.8
CCCNC(=O)C(Cc1ccc(OC)cc1)NC(=O)c1ccc(C#N)cc1 (stereo not drawn)	-21.4%	-3.9%	1.2%	-15.2	0.0%	-5.3%	3.2%	-16.5%	17.1
CCc1ccccc1NC(=O)Cn1nc(N2CCN(c3ccccc3OC)CC2)ccc1=O	-0.2%	.	.	-2.8	.	.	2.8%	-0.8%	.
O=C(O)[C@H]1CCCN1C(=O)c1ccccc1N1C(=O)[C@@H]2Cc3c([nH]c4ccccc34)C(c3cccc(Cl)c3)N2C1=O (stereo partly drawn)	0.0%	-10.5%	-4.6%	-0.3	-12.7%	-4.5%	0.0%	23.0%	12.9
COCOCCn1cc(CN2CCS(=O)(=O)N(Cc3ccc(-c4ccc(OC)cc4)cc3)C(C(C)C)C2=O)nn1 (stereo not drawn)	15.9%	.	-4.9%	-1.3	-6.1%	.	-10.8%	-14.5%	21.5
COCCNC(=O)C1(C)CCCN(CCC(=O)c2ccc(Br)cc2)C1 (stereo not drawn)	5.4%	.	?	5.8	?	.	0.0%	4.4%	-15.5

Compound profiles (already shown).
Profile of CCCNC(=O)C(Cc1ccc(OC)cc1)NC(=O)c1ccc(C#N)cc1 (stereo not drawn) = KB-V1 cytotox = -21.4%; MCF10A rereplic = -3.9%; HT1080-NT tox = 1.2%; D3 ag = -15.2; HT1080 IDH1KD tx = 0.0%; SW480 rereplic = -5.3%; KB-3-1 cytotox = 3.2%; GLP1R cytotox = -16.5%; IL1B secr inh = 17.1
Profile of COC(=O)CSC1=C(C#N)C(c2cccc(OC)c2)CC(=O)N1 (stereo not drawn) = KB-V1 cytotox = ?; MCF10A rereplic = 14.6%; HT1080-NT tox = 5.9%; D3 ag = -1.2; HT1080 IDH1KD tx = -2.1%; SW480 rereplic = 11.5%; KB-3-1 cytotox = ?; GLP1R cytotox = -2.7%; IL1B secr inh = 0.0
